# Screening results (PubChem)
# LEDGF integ inh: blocks HIV-1 LEDGF/p75-dependent DNA integration. actives 0.64% (n = 370,000). TR-FRET IN-LEDGF/p75 DNA integration, Eu/Cy5. inhibition, % at 3.7 µM. AID 743269;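 active = inhibition above the screen-wide mean plus 3 SD, cut at about 13% in these data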;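 note: signal is the Cy5 over europium emission ratio at 671 and 618 nm; 0% = plate median of compound wells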
# PRMT1 inh: inhibitors of human PRMT1. Q99873. inhibition, % at 2.79 µM. actives 1.3% (n = 370,000). recombinant PRMT1, activity-based probe fluorescence polarization;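 active = inhibition above about 21% made by adding two undisclosed values, limit read from the data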
# rCAG RNA binder: molecules binding r(CAG) RNA repeats; AID 651821; r(CAG) RNA repeat, TO-PRO-1 dye displacement fluorescence; actives 1.3% (n = 370,000); inhibition, % at 3 µM;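 active = inhibition above the plate cutoff, the mean of all test compounds on that plate plus 3 SD, cut at about 35% in these data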;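 note: 0% = DMSO alone and 100% = 100 µM mitoxantrone as full dye displacement; higher means more dye released from RNA so lower well fluorescence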
# PG9 binder: small molecules binding HIV-1 gp120 antibody PG9; inhibition, % at 6.7 µM; actives 0.43% (n = 360,000); TR-FRET gp120-PG9 antibody binding; AID 624416; in the data active = inhibition above about 8.5%
# UHRF1 binding: UHRF1 methyl-DNA binding inhibition | UHRF1 binding to methylated oligo, TR-FRET | actives 0.75% (n = 370,000) | inhibition, % at 4.4 µM; in the data active = inhibition above about 21%;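 note: UHRF1 SRA domain binding a hemimethylated CpG hairpin DNA probe; 0% = median of test compound wells and 100% = reference inhibitor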
# Target sequence (Q96T88 whole entry, looked up, the tested form may be a part): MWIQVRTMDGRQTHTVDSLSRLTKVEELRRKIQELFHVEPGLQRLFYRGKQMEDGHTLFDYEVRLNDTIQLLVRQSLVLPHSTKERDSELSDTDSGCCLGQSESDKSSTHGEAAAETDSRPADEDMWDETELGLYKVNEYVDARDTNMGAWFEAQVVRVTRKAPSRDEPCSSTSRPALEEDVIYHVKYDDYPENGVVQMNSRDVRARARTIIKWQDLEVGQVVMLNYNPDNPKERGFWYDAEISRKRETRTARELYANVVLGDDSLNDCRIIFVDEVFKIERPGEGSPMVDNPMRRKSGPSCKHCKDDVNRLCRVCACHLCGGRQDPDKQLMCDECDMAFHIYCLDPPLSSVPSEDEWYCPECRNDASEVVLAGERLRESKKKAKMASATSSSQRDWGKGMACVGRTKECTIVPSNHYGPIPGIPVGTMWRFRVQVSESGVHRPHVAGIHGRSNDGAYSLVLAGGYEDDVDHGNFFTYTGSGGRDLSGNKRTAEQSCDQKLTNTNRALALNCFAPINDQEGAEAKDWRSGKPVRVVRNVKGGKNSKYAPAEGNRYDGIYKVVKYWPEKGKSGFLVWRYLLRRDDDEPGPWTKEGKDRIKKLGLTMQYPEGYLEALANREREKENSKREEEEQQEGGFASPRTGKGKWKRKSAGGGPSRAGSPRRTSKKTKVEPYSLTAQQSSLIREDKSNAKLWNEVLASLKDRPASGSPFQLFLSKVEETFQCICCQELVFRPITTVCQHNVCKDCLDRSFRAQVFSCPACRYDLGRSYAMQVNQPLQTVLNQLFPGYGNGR
# MBD2 DNA inh: blocks human MBD2 binding to methylated DNA; TR-FRET, MBD2 binding to methylated oligonucleotide; inhibition, % at 4.4 µM; actives 0.31% (n = 370,000); in the data active = inhibition above about 13%
# mABHD4 FP: inhibits mouse alpha/beta hydrolase domain 4 | Q8VD66 | actives 0.54% (n = 370,000) | inhibition, % at 8.92 µM | purified mABHD4, FP-Rh probe fluorescence polarization;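 active = inhibition exceeding the mean over every tested compound plus 3 SD, cut at about 30% in these data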;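 note: 0% = plate median of compound wells and 100% = S159A mutant with DMSO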
#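 system = mouse ABHD4 enzyme, wild type | medium = HEPES pH 7.0, NaCl, Pluronic buffer | also added = FP-Rh probe | incubation = Enzyme–compound pre-incubation 45 min, then probe 60 min, both 25 °C | technique = fluorescence polarization, excitation 525 nm, emission 598 nm, BODIPY TMR filters | controls = S159A mutant high control, sample median low control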
# TCR-CD3 inh: human TCR-CD3 binding inhibition | TAMRA-labeled TCR probe fluorescence, biochemical | inhibition, % at 9.4 µM | actives 0.37% (n = 360,000); in the data active = inhibition above about 19%;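 note: recombinant mutant TCR 2C K166C tagged with TAMRA read by polarization; 0% = receptor in buffer alone and 100% = receptor with positive control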
# Rev-erbA mod: modulates human Rev-erb alpha binding to DNA | activity, % at 10 µM | actives 0.79% (n = 370,000) | Rev-erbα–FITC-DNA binding, fluorescence polarization, 90 min | P20393;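 active = activity above about 14%, limit read from the data; passing the limit was not always enough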;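 note: 0% = DMSO wells with 35 nM protein and 100% = DMSO wells with 750 nM protein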
# HTRA1 inh: HTRA1 (human) protease inhibition. Q92743. inhibition, % at 5.96 µM. actives 0.5% (n = 340,000). recombinant HTRA1, FP-rhodamine activity-based probe, fluorescence polarization; in the data active = inhibition above about 36%;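 note: 0% = enzyme with DMSO and 100% = wells lacking enzyme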
# Active calls of the source: *; x = no result given.
compound	LEDGF integ inh	PRMT1 inh	rCAG RNA binder	PG9 binder	UHRF1 binding	MBD2 DNA inh	mABHD4 FP	TCR-CD3 inh	Rev-erbA mod	HTRA1 inh
Cn1cccc1/C=C1\SC(=S)N(NC(=O)c2ccc(F)cc2)C1=O	8	-33	3	-4.7	-7	-9	-28	-4	11	-4
O=C(NCc1ccc2c(c1)OCO2)c1ccc(CS(=O)(=O)c2cccc(C(F)(F)F)c2)o1	1	-2	1	1.1	0	4	8	-1	2	0
COc1ccc(Cn2nnnc2C(c2cccs2)N2CCCCCC2)cc1 (configuration not stated)	-3	5	-8	0.5	2	4	-12	0	-6	-22
Cc1cc(=O)oc2cc(OCC(O)CN3CCc4ccccc4C3)ccc12 (configuration not stated)	4	1	-6	-0.3	0	-3	3	2	9	-2
O=C(Cc1ccc(S(=O)(=O)N2CCOCC2)s1)Nc1ccccc1Br	3	5	8	-1.2	29*	-5	-10	-8	-5	-2
O=C(COC(=O)c1ccccc1NC(=O)c1ccco1)NC1CCS(=O)(=O)C1 (configuration not stated)	-1	-3	-1	-0.7	-3	2	-2	9	8	-2
CCNC(=O)C1CC(=O)N(Cc2ccc3c(c2)OCO3)C(=Nc2ccc(OCC)cc2)S1 (configuration not stated)	1	0	1	-1.0	0	2	7	-7	0	1
NS(=O)(=O)c1ccc(N2CCN(C(=O)c3ccco3)CC2)nc1	1	-1	6	0.1	-1	4	6	5	3	9
Cc1nn(C)c(Cl)c1CN1CCN(C2CCCCC2)C(CCO)C1 (configuration not stated)	0	2	-4	0.1	2	0	3	-2	-1	2
CCCOC(=O)C1=C(C)NC(=O)NC1c1ccc(Br)s1 (configuration not stated)	2	-4	-4	-1.3	-1	1	2	-1	7	-13
CCCN1C2CCCC1CC(NC(=O)c1ccccc1F)C2 (configuration not stated)	1	-3	0	-0.9	0	2	6	5	-2	0
COc1ccc(N(C(=O)c2ccncc2)S(=O)(=O)c2ccc(F)cc2)cc1	-3	9	-7	-0.2	5	4	-11	-5	1	2
CC(C)N(CCNC(=O)c1ccc(NC2=NC3CS(=O)(=O)CC3S2)cc1)Cc1ccco1 (configuration not stated)	-4	3	5	-0.7	2	-2	8	-3	10	6
CN(C)c1ccc(/C=N/c2cc(-c3ccccc3)nn2-c2ccccc2)cc1	-2	2	1	-0.3	-3	-2	-4	-5	x	-3
Cc1ccc(F)cc1NC(=O)c1sc2ncn(CC(=O)N3CCN(c4ccccn4)CC3)c(=O)c2c1C	-3	3	-1	1.2	2	2	10	-5	2	-1
CCN1C(=O)/C(=C\c2ccc(-c3cccc(C(=O)OC)c3)o2)SC1=Nc1ccc(C(=O)O)cc1	1	-3	0	-1.0	0	4	3	4	7	x
C/C(=N\NC(=S)NC1CCCCC1)c1c(F)cccc1F	-1	1	-5	-1.6	-2	3	1	0	1	-5
Cc1nc2cc(NS(=O)(=O)c3cccc4cccnc34)ccc2s1	-3	6	-4	0.1	0	3	3	-14	-2	0
O=C(NNC(=O)C1CC(c2cccs2)=NO1)NC1CCCCC1 (configuration not stated)	-4	0	-1	0.4	-2	0	4	4	2	-4
Cc1csc(NC(=O)C2CCC(C)(C(=O)O)C2(C)C)n1 (configuration not stated)	-3	-2	0	0.6	0	5	-3	15	0	4
Cc1ccc(NC(=O)CN2CCN(Cc3ccccc3)CC2)cc1F	-1	-3	4	-1.4	1	-1	-2	0	-2	-4
CC1CCc2nc3ccc(S(=O)(=O)N4CCC(C(=O)N5CCCCCC5)CC4)cc3c(C(=O)O)c2C1 (configuration not stated)	1	1	21	-0.2	0	3	6	2	4	-1
CCOC(=O)c1cnn(-c2nc(C)cc(C)n2)c1N	-2	-2	2	-0.4	2	0	3	2	-5	0
O=S(=O)(CCN1C=CC(C(F)(F)F)=NCC1)c1ccc(Cl)cc1Cl	5	-1	2	-2.2	0	-9	3	5	5	3
CCOC(=O)c1c(-c2ccc(C)c(C)c2)csc1NC(=O)C1CC=CCC1C(=O)O (configuration not stated)	5	5	44*	1.5	1	3	-16	-8	-1	-26
CN(C)S(=O)(=O)c1ccc(Cl)c(NC(=O)CNC2(C)CCS(=O)(=O)C2)c1 (configuration not stated)	-1	-2	4	2.7	4	-1	-4	-7	-2	5
CC(C)NS(=O)(=O)c1ccc(OCC(=O)NC(C)c2ccccc2)cc1 (configuration not stated)	8	-7	-2	-0.8	3	4	-4	-10	-5	-1
CN(C)CCNC(=O)c1cccc(-c2cnc3c(NC=O)cc(-c4cccs4)cn23)c1	-1	8	10	-2.1	-3	0	4	-17	9	x
O=C(O)c1ccccc1-c1csc(-c2ccccc2)n1	1	-2	2	0.8	3	0	1	-3	4	-1
CNc1ncc(C(=O)C(C)(C)C)s1	5	-1	4	-0.1	5	7	-13	-7	3	4
COc1cccc(/C=C2\SC(=S)N(CCCC(=O)Nc3cc(C)on3)C2=O)c1	0	-1	2	-1.8	-6	-4	-9	1	-3	-2
CC(=O)OCCN1CCCC12CCC(c1ccccc1)CC2 (configuration not stated)	-3	3	2	x	1	3	0	x	-7	x
CCCCCCCCCCC(C(=O)O)C1(C(=O)O)CCC(=O)O1 (configuration not stated)	2	1	0	1.0	-3	-5	0	5	-10	x
CCOc1ccccc1N1CCN(C(=O)NCc2ccc(C)cc2)CC1	2	0	-1	0.1	-5	0	2	-4	6	-6
CC(C)CC(N)c1csc(NC(=O)C(c2ccccc2)c2ccccc2)n1 (configuration not stated)	6	-1	16	1.2	0	-2	19	3	-1	x
COc1ccc(-n2nc3c(c2NC(=O)c2cc4ccccc4o2)CS(=O)(=O)C3)cc1	0	0	3	0.0	-2	0	3	1	-1	-4
CCOCc1nnc(NC(=O)c2c(-c3ccccc3)noc2C)s1	8	6	-1	-1.8	-1	-6	6	-7	1	-3
CSc1cccc(NC(=O)CN(C2CCCCC2)S(C)(=O)=O)c1	-1	-1	0	0.3	-2	-3	-1	6	2	-6
CSc1cccc(NC(=O)CN(c2ccccc2)S(=O)(=O)N(C)C)c1	0	2	2	1.5	4	-3	-7	-1	1	0
CCOC(=O)C(NC(=O)NCc1cccc(C(F)(F)F)c1)(OCC)C(F)(F)F (configuration not stated)	-2	2	-3	-0.2	1	0	-5	-1	3	-1
O=S(=O)(Nc1cccc2ccccc12)c1cccs1	1	2	4	-0.6	14	0	4	2	4	-1
C[C@@H]1OC(C2CCCCC2)N(C)[C@H]2C[C@H]3c4[nH]c5ccccc5c4CCN3C[C@@H]12 (some centres not stated)	5	2	11	-0.8	-3	-9	12	7	0	x
Cc1sc(NC(=O)Cc2ccc3c(c2)OCO3)nc1-c1ccc2c(c1)CCN2C(=O)c1ccccc1F	-1	0	4	-1.3	-5	1	5	0	45*	-1
Cc1ccc(C)c(N2CCN(C(=O)Cn3cccc3)CC2)c1	-3	0	6	0.0	1	-5	3	9	-3	-3
CCN(CC)C(=S)Sc1c(-c2ccccc2)c2cc(Cl)ccc2[nH]c1=O	1	24*	6	-1.6	-17	-3	11	4	-1	36
O=[N+]([O-])c1ccc(CSc2ncnc3c2ncn3[C@@H]2O[C@H](CO)[C@@H](O)[C@H]2O)cc1	-1	0	1	-3.0	-2	2	-4	11	-2	1
O=C(N/N=C\c1ccc(F)cc1)c1csnn1	1	5	3	-3.5	-9	-8	9	6	-7	2
Cc1cc2nc(-c3cccc(Cl)c3)c(Cc3ccsc3)n2c(C)c1Br	3	8	6	-0.2	-4	-6	17	-2	5	x
CCN(CC(=O)NCc1ccc(Cl)cc1)C(=O)CSc1ccccc1F	1	1	-2	-2.1	-1	0	2	12	1	1
O=C(CSc1nnc(CNC(=O)c2c(F)cccc2Cl)o1)NC1CCCCC1	3	-3	2	0.3	-1	-2	2	8	-1	-3
Cc1onc(-c2ccccc2Cl)c1C(=O)Nc1ccc(-c2nnc3n2CCCCC3)cc1	0	2	6	1.7	5	-1	-20	-6	-4	-11
O=C1/C(=C/c2ccco2)SC(=S)N1c1cccnc1	93*	46*	65*	-3.4	98*	105*	31*	28*	-15	21
COc1cccc(OCc2cc(C(=O)NC3CCOCC3)no2)c1	2	-4	0	-1.7	1	2	-1	1	0	-4
Cc1ccc2nc(C)c(C(=O)N/N=C/c3ccccc3[N+](=O)[O-])cc2c1	0	-2	-3	-0.3	3	0	2	4	-1	3
CCNc1nc(NCC)nc(N(CC)C(N)=S)n1	-1	3	0	-1.1	-1	-1	-3	5	-10	2
CCn1c(SCC(=O)Nc2oc(-c3ccccc3)c(-c3ccccc3)c2C#N)nnc1-c1ccco1	2	2	25	1.3	1	5	-46	-6	3	-41
CCOC(=O)N1CCN(c2c(-c3ccc(C)c(C)c3)c(=O)c2=O)CC1	0	-1	-4	-2.2	2	0	3	8	3	5
CSc1nnc(NC(=O)c2nc(S(=O)(=O)Cc3cccc(C)c3)ncc2Cl)s1	-2	7	37*	-0.4	0	-7	3	1	-1	6
CCOc1ccc(C(=O)Nc2ncccc2Cl)cc1	2	-2	-1	-1.1	1	-1	-3	3	0	1
CCCCN(C(=O)CSCC(=O)Nc1ccc(C)cc1)c1c(N)n(Cc2ccccc2)c(=O)[nH]c1=O	2	0	-3	1.2	-1	0	1	-2	-5	-10

# Continued:
compound	LEDGF integ inh	PRMT1 inh	rCAG RNA binder	PG9 binder	UHRF1 binding	MBD2 DNA inh	mABHD4 FP	TCR-CD3 inh	Rev-erbA mod	HTRA1 inh
Cc1ccc(OCCNC(=O)CCC(=O)N2CCOCC2)cc1	4	-2	0	-1.2	2	2	-7	4	-2	4
Cc1ccccc1-c1nc2ccc(Cl)cc2c(=O)n1O	-2	4	-1	1.1	1	1	7	2	3	2
CC(=O)Nc1cc2c(cc1Br)OCCO2	0	3	4	-0.3	1	-2	-2	-1	-1	-8
COCCc1nc2ccc(C(=O)N(C)Cc3cccc(-n4cccn4)c3)cc2o1	0	0	-8	0.1	-1	1	3	-1	2	-3
COc1ccccc1CNC(=S)NCc1ccc(Cl)cc1	-2	-1	-2	-0.4	-3	-4	-8	-4	3	-14
N=c1c2c(-c3ccccc3)c(-c3ccccc3)n(Cc3ccco3)c2ncn1Cc1ccco1	-1	-1	15	-2.5	0	1	-2	10	-4	-19
CC(C)c1ccc2c(c1)CCC1C(C)(CN)CCCC21C (configuration not stated)	3	-2	18	0.5	1	1	23	1	3	-6
O=C(CN1C(=O)COc2ccccc21)NCC1CCCO1 (configuration not stated)	0	2	3	-0.5	1	-1	0	2	-1	3
CCCCOc1ccc(NC(=S)Nc2cc(C)nc(SCCCC)n2)cc1	-6	3	9	-0.3	9	0	12	4	1	6

# An excerpt, so the mix of outcomes need not match the whole.
